B2AR arrestin: recruits beta-arrestin to the human beta2-adrenergic receptor. 0.02% of 330,000 active. beta-arrestin recruitment to beta2AR, cell-based reporter. Potency, µM (series often up to 46.1 µM), for inactives: at the top dose activation, most hits filed as activators. P07550;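 also: potency is read from the fitted curve at half-maximal effect; 0% = DMSO controls and full agonism = EC100 isoproterenol or metaproterenol; nearly all actives have a fitted effect of over 65% in size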
Target sequence (P07550 whole entry, looked up): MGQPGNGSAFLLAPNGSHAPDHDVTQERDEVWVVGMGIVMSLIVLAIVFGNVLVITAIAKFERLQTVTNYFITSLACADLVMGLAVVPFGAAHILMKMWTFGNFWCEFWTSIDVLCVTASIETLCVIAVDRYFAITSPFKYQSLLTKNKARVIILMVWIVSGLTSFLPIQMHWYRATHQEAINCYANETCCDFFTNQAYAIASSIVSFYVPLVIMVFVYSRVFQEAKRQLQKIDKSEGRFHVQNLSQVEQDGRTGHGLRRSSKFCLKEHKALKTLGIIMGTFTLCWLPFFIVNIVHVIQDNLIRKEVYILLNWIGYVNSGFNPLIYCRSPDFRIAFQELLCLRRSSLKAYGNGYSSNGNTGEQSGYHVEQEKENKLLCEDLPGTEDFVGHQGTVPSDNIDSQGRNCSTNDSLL
PKM2 act: increases activity of human pyruvate kinase M2; AID 1631; purified PKM2, Kinase-Glo ATP luminescence, activation; response scale: 0% is enzyme alone, no compound; P14618; 0.34% of 260,000 active; Potency, µM (titrated, usually from 57.5 µM), without a hit: at the highest dose activation, usual class: activators; also: potency is read from the fitted curve at half-maximal effect; nearly all actives have a fitted effect of over 55% in size
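Kinase-Glo luminescence reports ATP generated from ADP (0.1 mM) and PEP (0.5 mM) by purified hPK-M2 after 1 h at room temperature, pH 7.2 imidazole buffer; intermediate enzyme activity allows detecting inhibitors and activators.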
Eya2 inh: inhibitors of human Eya2 phosphatase activity; O00167; recombinant Eya2, OMFP fluorescence dephosphorylation (OMFP is methylfluorescein phosphate); Potency, µM (top dose mostly 76.9 µM), for the others: at the highest dose activity, negative = inhibition, actives largely listed as inhibitors; 0.006% of 330,000 active; also: potency is read from the fitted curve at half-maximal effect
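Eya2 (0.2 uM) preincubated 10 min at ambient with compound, then OMFP substrate added at 50 uM; 10 min reaction in 50 mM HEPES pH 7.5, 50 mM NaCl, 5 uM MgCl2, 0.05% BSA, 1 mM DTT. Fluorescence read at Ex 485/Em 525 nm.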
Chronic BCR inh: blocks chronic active B-cell receptor signaling | ABC-DLBCL IkBa-CBG/CBR reporter, luminescence ratio, 4 h | Potency, µM (titrated, usually from 46.1 µM), without a hit: at the top dose ratio change, negative = lower green/red ratio, most hits filed as inhibitors | AID 493014 | 0.05% of 340,000 active; active = well fitted inhibition curve with a large enough effect in the signal ratio, with a control signal flat, not every such curve was filed as active; inconclusive = small, poorly fitted or top-dose-only effect, or effect the other way, or a change in a side signal; the % refers to the signal ratio;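 also: potency is read from the fitted curve at half-maximal effect; plate controls were basal doxycycline-induced cells for no effect and cells given 10 µM MG132 for full effect; MG132 reads +100%, hits lower the ratio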
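Doxycycline induced both beetle luciferases in TMD8 lymphoma cells; IKK-driven degradation limits the IkappaBalpha-fused green signal, while red luminescence normalises for cell number and nonspecific effects. Compounds tested up to 46 uM, 4 hrs.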
Coupling enz: counter-screen for Giardia aldolase inhibitors: coupling enzyme system; activity change, negative = inhibition, % at 58.2 µM, hits read low; 0.67% of 290,000 active; coupling enzyme system counterscreen, AmpLite Red fluorescence; in the data active = activity change below about -30%
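Counterscreen lacking aldolase: glyceraldehyde-3-phosphate coupling-enzyme reagent preincubated 10 min at RT with compound (at 57.5 uM final), then substrate/coupling system with AmpLite Red added; fluorescence read at 525/598 nm after 20 min RT.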
Giardia kill: kills Giardia lamblia | Giardia lamblia trophozoite viability | activity change, % at 7.66 µM, hits read low | 0.15% of 340,000 active | AID 540267; in the data active = activity change below about -80%; inconclusive = between about -30% and that limit;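 also: parasites exposed to compound for two days anaerobically before the ATP read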
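Compounds were tested on trophozoites seeded at 100 cells/well and held 48 hrs at 37 deg C anaerobically. An ATP-based luminescent kit measured the remaining live cells.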
USP2a block: USP2a (human) protease inhibition; 0.01% of 330,000 active; Potency, µM (titrated, usually from 38.3 µM), inactives show top-dose activity change, negative = inhibition, hits mostly inhibitors; USP2 core, Ub-CHOP2 coupled fluorogenic reporter, 485/531; AID 463254;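 also: potency is read from the fitted curve at half-maximal effect; plate controls were DMSO wells for no effect and full inhibition by NEM control for full effect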
Target sequence (O75604 whole entry, looked up): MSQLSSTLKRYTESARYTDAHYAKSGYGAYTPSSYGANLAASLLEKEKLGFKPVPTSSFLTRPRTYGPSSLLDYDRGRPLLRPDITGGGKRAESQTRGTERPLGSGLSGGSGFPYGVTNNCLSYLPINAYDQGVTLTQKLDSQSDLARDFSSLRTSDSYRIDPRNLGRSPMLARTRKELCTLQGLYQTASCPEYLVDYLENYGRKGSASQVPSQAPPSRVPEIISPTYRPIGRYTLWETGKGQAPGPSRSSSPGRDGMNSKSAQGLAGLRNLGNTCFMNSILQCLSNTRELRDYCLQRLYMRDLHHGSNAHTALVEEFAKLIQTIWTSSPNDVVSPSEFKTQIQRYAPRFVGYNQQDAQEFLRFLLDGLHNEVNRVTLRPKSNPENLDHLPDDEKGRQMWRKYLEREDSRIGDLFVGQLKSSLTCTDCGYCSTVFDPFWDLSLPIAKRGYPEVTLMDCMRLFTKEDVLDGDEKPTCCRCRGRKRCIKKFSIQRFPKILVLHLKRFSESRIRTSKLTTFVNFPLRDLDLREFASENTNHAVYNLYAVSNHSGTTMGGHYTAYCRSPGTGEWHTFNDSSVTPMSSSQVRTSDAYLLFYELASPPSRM
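Cell-free coupled assay: 10nM USP2 core preincubated 30min RT with compound in Tris-HCl pH 8.0/CaCl2/CHAPS buffer, then 25nM Ub-CHOP2 and 25nM reporter substrate; fluorescence (Ex 485/Em 531) read after 60min RT, normalized to NEM inhibition, concentration-response curves fitted.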
KCNH2 WT inh: inhibitors of human wildtype KCNH2 potassium channel | Q12809 | U2OS, BacMam KCNH2, thallium flux FluxOr; stronger effect = lower value | activity change, % at 1.84 µM | 0.37% of 340,000 active | AID 720551;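 active = maximum activity change below -70%; inconclusive = maximum activity change between -70% and -50%; inactive = maximum activity change above -50%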
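U2OS cells transduced with wild-type KCNH2 virus are loaded with FluxOr dye for 45 min, and thallium flux is measured in kinetic reads before and after stimulation buffer. Rate constants are normalized to DMSO controls.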
GALK inh: blocks human galactokinase activity; 0.007% of 270,000 active; Purified GALK, Kinase-Glo residual ATP luminescence; P51570; Potency, µM (titrated, usually from 57.5 µM), without a hit: at the highest dose activity change, negative = inhibition, usual class: inhibitors; also: potency is read from the fitted curve at half-maximal effect
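Quantitative HTS: GALK 5 nM, ATP 35 uM, galactose 100 uM, 1 h room temperature, then luciferase-based ATP detection.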
KCNH2 3.1 inh: blocks the human KCNH2 3.1 channel isoform; activity change, % (tested at about 1.8 µM); 0.95% of 340,000 active; U2OS KCNH2 3.1, thallium flux FluxOr; stronger effect = lower value; AID 720553;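 active = maximum activity change below -70%; inconclusive = maximum activity change from -70% to -50%; inactive = maximum activity change above -50%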;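 also: thallium influx rate constant from kinetic fluorescence after stimulation buffer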
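Steps: virus added to U2OS suspension (4 h, RT, dark); medium with 10% FBS added, cells plated, 37 C overnight; FluxOr/Red40 loading buffer 45 min RT; stimulation buffer, 2 min kinetic read; rate constant normalized.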
uPA generation: inhibitors of cell surface uPA generation. cell surface uPA generation assay, qHTS. Potency, µM (highest dose often 38.3 µM), without a hit: at the highest dose activity change, negative = inhibition, actives largely listed as inhibitors. 0.31% of 330,000 active. AID 540303; active = well fitted inhibition curve with a large enough effect; inconclusive = small, poorly fitted or top-dose-only effect; inactive = no such curve, though single readings can be large or run the other way; tested in mouse RAW 264.7 cells; also: potency is read from the fitted curve at half-maximal effect; nearly all actives have a fitted effect of over 55% in size
* = called active by the depositor; ? = inconclusive; . = no result given; & = joins results of further samples; [ ] = remark or other dose. Unless noted, calls follow the shape of the dose curve; as a rule, active = well fitted curve in the direction sought with a large enough effect; inconclusive = small, poorly fitted or top-dose-only effect, or another doubt; inactive = no such curve, though single readings can be large; an effect the other way counts as inactive or inconclusive. Unless noted, % is scaled to controls: 0 for no effect and ±100 for the full control effect.

nr	SMILES	B2AR arrestin	PKM2 act	Eya2 inh	Chronic BCR inh	Coupling enz	Giardia kill	USP2a block	KCNH2 WT inh	GALK inh	KCNH2 3.1 inh	uPA generation
1	CN1C2CCC1CC(OC(=O)c1c[nH]c3ccccc13)C2 (stereo unspecified)	-0.3%&-0.2%	3%	1%&0%&10%	-17%&1%	1	-14&11	2%&-1%	2&7	-4%	-3&-18	2%&2%
2	NS(=O)(=O)c1cc2c(cc1Cl)NCNS2(=O)=O	0.0%	0%	-9%&7%	10%	2&0&6	9&6	1%	-4	-1%	9	7%
3	COc1ccc(OC)c(NC(=O)c2cnn(-c3ccccc3Cl)c2NC(=O)c2ccco2)c1	-0.6%	2%	-4%	?	2	2	3%	1	-4%	2	.
4	Cc1cc(-c2ccccc2)nc2[nH]n(-c3ccccc3)c(=O)c12	0.3%	-2%	-21%	?	0	5	-1%	-3	2%	.	4%
5	CCc1cc(C(=O)Cc2nc3ccccc3s2)c(O)cc1OCC(=O)O	-1.1%	-4%	-8%	?	-3	8	1%	7	-1%	-13	-1%
6	O=C(Nc1cccnc1)/C(N=Nc1cccnc1)=C(\O)c1ccccc1	0.3%	-1%	2%	0%	1	15	1%	2	0%	7	-3%
7	Cc1ccccc1NS(=O)(=O)c1cc(C(=O)Nc2cccnc2)ccc1C	-0.2%	8%	-13%	10%	.	18	3%	6	5%	21	-3%
8	CCN(CCCNC(=O)CCNC(=O)Cn1ccc2ccccc2c1=O)c1ccccc1	0.0%	2%	14%	?	1	-3	3%	3	1%	-2	5%
9	CCn1c(CCc2ccccc2)n[nH]c1=S	0.5%	1%	-7%	0%	0	6	-1%	-16	3%	-14	5%
10	Cc1ccc(S(=O)(=O)N(C)CC(=O)OCc2nnc(-c3ccccc3)o2)cc1	0.4%	-14%	-12%	13%	0	-10	1%	-6	0%	5	2%
11	Cc1c(C(C)(C)O)[nH]c2ccc(C(F)(F)F)cc12	-5.3%	6%	-3%	-10%	-1	-3	1%	3	.	1	0%
12	CSC1=NSC2=NC(=O)/C(=C/c3coc4ccc(O)cc4c3=O)C(=N)N12	0.5%	2%	?	?	-1	15	?	-9	-20%	.	1%
13	COc1ccc(CNC(=O)C2CC(c3ccc(F)cc3)=NO2)cc1 (stereo unspecified)	-0.2%	-3%	-23%	5%	2	1	4%	-25	-1%	-8	.
14	CCCc1nnc(SCC(=O)N2CCCCC2)n1CC1CCCO1 (stereo unspecified)	-0.3%	-3%	8%	3%	3	-9	0%	-7	-2%	0	-1%
15	Cc1ccc(-c2nn(CC(=O)O)c(=O)c3ccccc23)cc1	0.2%	4%	-13%	1%	1	6	-1%	15	0%	19	.
16	Cc1ccc2c(c1)C1CN(C)CCC1N2C(=S)NC(=O)c1ccc(Br)cc1 (stereo unspecified)	-0.8%	0%	8%	?	3	7	-1%	5	-1%	12	?
17	CCCn1c2c(c(O)c(C(=O)Nc3ccc(OC)cc3)c1=O)CCCC2	-0.1%	-2%	-9%	2%	-4	-6	-2%	-3	10%	-4	2%
18	Cc1sc(NC(=O)c2ccc(Br)s2)c(C(N)=O)c1C	0.3%	-5%	10%	?	0	-4	-1%	6	0%	8	.
19	CCOC(=O)c1ccc(Nc2cc(C)nc3ncnn23)cc1	0.4%	-19%	28%[15.4 µM]	-11%	6	-6	0%	25	0%	6	.
20	Cc1ccc(C(=O)Nc2ccc3c(c2)OCO3)cc1S(=O)(=O)N1CCOCC1	-0.6%	3%	9%	0%	.	-1	2%	18	3%	11	-4%
21	CC(=O)Nc1ccc(NS(=O)(=O)C(F)(F)F)cc1	2.6%	0%	-11%	-2%	-1	-6	1%	24	-2%	-6	3%
22	CCOC(=O)C(=O)Nc1ccccc1C#N	-0.5%	-1%	7%	2%	2	?	5%	-13	2%	9	-5%
23	O=C(c1ccc(NC(=S)NCc2ccco2)cc1)N1CCOCC1	0.5%	4%	-5%	-3%	0	-3	-1%	28	-1%	10	?
24	Cc1ccc(S(=O)(=O)Nc2cccc(C(=O)NCCCn3ccnc3)c2)cc1F	-0.1%	.	-16%	2%	.	24	0%	-5	.	-17	-6%
25	CC(=O)Cc1nsc(Nc2ccc(C)cc2)n1	0.3%	10%	3%	11%	3	18	10%	-10	2%	8	-4%

Shown with two lines to a compound: part of the list above.
Under each structure – B2AR arrestin | PKM2 act | Eya2 inh | Chronic BCR inh | Coupling enz | Giardia kill | USP2a block | KCNH2 WT inh | GALK inh | KCNH2 3.1 inh | uPA generation
(17) CCCn1c2c(c(O)c(C(=O)Nc3ccc(OC)cc3)c1=O)CCCC2
 : -0.1% | -2% | -9% | 2% | -4 | -6 | -2% | -3 | 10% | -4 | 2%
(18) Cc1sc(NC(=O)c2ccc(Br)s2)c(C(N)=O)c1C
 : 0.3% | -5% | 10% | ? | 0 | -4 | -1% | 6 | 0% | 8 | .
(19) CCOC(=O)c1ccc(Nc2cc(C)nc3ncnn23)cc1
 : 0.4% | -19% | 28%[15.4 µM] | -11% | 6 | -6 | 0% | 25 | 0% | 6 | .
(20) Cc1ccc(C(=O)Nc2ccc3c(c2)OCO3)cc1S(=O)(=O)N1CCOCC1
 : -0.6% | 3% | 9% | 0% | . | -1 | 2% | 18 | 3% | 11 | -4%
(21) CC(=O)Nc1ccc(NS(=O)(=O)C(F)(F)F)cc1
 : 2.6% | 0% | -11% | -2% | -1 | -6 | 1% | 24 | -2% | -6 | 3%
(22) CCOC(=O)C(=O)Nc1ccccc1C#N
 : -0.5% | -1% | 7% | 2% | 2 | ? | 5% | -13 | 2% | 9 | -5%
(23) O=C(c1ccc(NC(=S)NCc2ccco2)cc1)N1CCOCC1
 : 0.5% | 4% | -5% | -3% | 0 | -3 | -1% | 28 | -1% | 10 | ?
(24) Cc1ccc(S(=O)(=O)Nc2cccc(C(=O)NCCCn3ccnc3)c2)cc1F
 : -0.1% | . | -16% | 2% | . | 24 | 0% | -5 | . | -17 | -6%
(25) CC(=O)Cc1nsc(Nc2ccc(C)cc2)n1
 : 0.3% | 10% | 3% | 11% | 3 | 18 | 10% | -10 | 2% | 8 | -4%

(cont.)
nr	SMILES	B2AR arrestin	PKM2 act	Eya2 inh	Chronic BCR inh	Coupling enz	Giardia kill	USP2a block	KCNH2 WT inh	GALK inh	KCNH2 3.1 inh	uPA generation
26	CC(C)c1ccc(NC(=O)c2snc3ccc(Cl)cc23)cc1	-0.2%	-7%	-13%	2%	-4	-11	2%	-12	-3%	26	-12%
27	CC1CCc2c(sc(NC(=O)C3c4ccccc4Oc4ccccc43)c2C(N)=O)C1 (stereo unspecified)	0.2%	-1%	-22%	16%	1	5	-2%	3	0%	-3	-1%
28	COc1ccccc1NS(=O)(=O)c1cc(NC(=O)/C=C/c2cccs2)ccc1N1CCOCC1	0.0%	-10%	-6%	0%	2	-5	1%	-6	0%	-29	8%
29	COc1ccc(CNC2C[C@H]3CCCC(=O)N4CC[C@@H](C2)[C@@H]34)cc1 (stereo partly specified)	-0.2%	.	-5%	-1%	2	-4	3%	18	.	2	-15%
30	O=C(CC(C(=O)O)c1ccccc1)c1cccs1 (stereo unspecified)	0.0%	12%	-4%	-1%	1	0	3%	-1	0%	-2	6%
31	CCc1nn(CC(=O)NCCC(C)C)c(=O)c2cc3c(OC)cccc3n12	0.1%	.	?	0%	5	-10	2%	3	.	6	-12%
32	CCn1c(SCC(=O)N=Nc2c(O)[nH]c3ccccc23)nc2ccccc21	-0.7%	8%	-3%	?	1	13	0%	-7	0%	2	-2%
33	COc1ccc(C2CC2/C(C)=N/OC(=O)c2cccs2)cc1 (stereo unspecified)	-0.2%	-5%	23%	-10%	3	11	-5%	16	1%	-1	-6%
34	CC(SCc1ccccc1)C(=O)N/N=C/c1cccs1 (stereo unspecified)	-0.3%	11%	0%	3%	-10	2	3%	3	-2%	2	2%
35	COc1cc(/C=C2\SC(=O)NC2=O)ccc1OCc1ccc(Cl)nc1	-0.9%	.	-2%	11%	2	-24	-4%	2	7%	19	2%
36	O=C(NCCc1ccccn1)C1CCN(S(=O)(=O)c2ccc(Cl)cc2)CC1	0.2%	13%	6%	-5%	2	1	-2%	3	-2%	6	-1%

Source: PubChem BioAssay (National Center for Advancing Translational Sciences (NCATS))
